KDM4C inh: inhibitors of GASC-1 (KDM4C) histone demethylase, primary screen, biochemical, single concentration HTS. Lysine-specific demethylase 4C (Homo sapiens), Q9H3R0. actives 0.15% (n = 96,000). GST-KDM4C 2-372, H3K9me3 peptide, LANCE TR-FRET. inhibition, % at 12.5 µM;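 active means mean replicate inhibition above about 25%, with at least 55% of replicates also reaching it, limit read from the data, passing the limit was not always enough; inconclusive means only one of those two conditions met; inactive means neither condition met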
Target sequence (Q9H3R0 2-372 limits assumed): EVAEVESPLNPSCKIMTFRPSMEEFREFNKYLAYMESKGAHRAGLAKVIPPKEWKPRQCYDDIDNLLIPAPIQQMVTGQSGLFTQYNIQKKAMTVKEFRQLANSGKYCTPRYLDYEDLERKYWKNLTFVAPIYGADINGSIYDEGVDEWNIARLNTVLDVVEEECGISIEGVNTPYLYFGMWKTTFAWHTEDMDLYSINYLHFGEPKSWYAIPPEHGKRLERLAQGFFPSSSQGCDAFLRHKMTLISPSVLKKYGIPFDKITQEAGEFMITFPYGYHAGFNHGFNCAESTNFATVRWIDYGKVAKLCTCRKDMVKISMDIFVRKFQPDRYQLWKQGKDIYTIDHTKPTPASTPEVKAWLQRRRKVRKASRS
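reagent = H3K9me3 peptide substrate, Fe(II), 2-oxoglutarate | system = GST-tagged GASC-1 (JMJD2C) catalytic fragment, aa 2-372 | amount = enzyme final amount 10 nM | read-out = Fall in 671/618 emission ratio as inhibition | medium = HEPES buffer, pH 7.5, plus ascorbate | schedule = 30 min reaction, 60 min detection, RT | measured by = LANCE TR-FRET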
T cruzi growth: T. cruzi intracellular proliferation inhibitors, primary screen, cell-based, beta-gal Tulahuen parasites, NIH3T3 host, luminescence; T. cruzi beta-gal in NIH3T3, GalScreen luminescence, 90 h; inhibition, % at 8.34 µM; actives 5.9% (n = 77,000);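 active means mean inhibition above about 93%, with at least 55% of replicates each passing it, limit read from the data, passing the limit was not always enough; inconclusive means only one of those two conditions holds; inactive means neither condition holds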
Pf Dd2 inh: P. falciparum Dd2 growth inhibitors, primary screen, SYBR Green fluorescence, single dose replicates; 72 h; hits give low values; activity change, % at 10 µM; actives 2.3% (n = 94,000); AID 1159554, 2015; in the data active means activity change below about -80%; inconclusive means no clear call, values can overlap the other calls
C diff HTS: C. difficile growth inhibitors, primary screen, HTS; growth activity, negative = inhibition, % at 16 µg/mL (by protocol); actives 0.25% (n = 86,000); Clostridium difficile clinical isolate growth, OD600, 24 h; hits give low values; AID 1259249, 2017;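 active means mean growth activity at or below -80% and every replicate also at or below -80%; inconclusive means mean at or below -80% but some replicate above -80%; inactive means mean growth activity above -80%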;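 further: 0% = DMSO wells and -100% = levofloxacin 16 µg/mL wells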
* = called active by the depositor; ? = inconclusive; / = not tested or not shown; & = joins results of further samples.

SMILES | KDM4C inh | T cruzi growth | Pf Dd2 inh | C diff HTS
Cc1ccc(S(=O)(=O)N[C@H]2CC[C@@H](CCNC(=O)c3ccc4c(c3)OCO4)O[C@@H]2CO)cc1 | 24.9 | -90.9 | -12.2 | -1.5
C[C@@H]1CN([C@@H](C)CO)C(=O)c2cccc(NC(=O)c3ccncc3)c2O[C@@H]1CN(C)Cc1ccc(Oc2ccccc2)cc1 | / | 65.8 | -25.3 | 13.5
C[C@@H]1CCCCO[C@H](CN(C)S(=O)(=O)c2cn(C)cn2)[C@H](C)CN([C@@H](C)CO)C(=O)c2cc(NC(=O)Cc3ccccc3)ccc2O1 | -0.2 | 22.7 | -49.8 | -6.8
N#Cc1cccc(-c2ccc([C@@H]3[C@H]4CN(C(=O)Nc5ccc(F)cc5)CCCCN4[C@H]3CO)cc2)c1 | -0.3 | 83.9 | 4.6 | 48.2
C[C@H]1CCCCO[C@H](CN(C)S(=O)(=O)c2cccs2)[C@@H](C)CN([C@@H](C)CO)C(=O)c2cc(NS(=O)(=O)c3cccs3)ccc2O1 | 1.2 | -70.7 | -29.5 | 4.8
CCCN1C[C@H](C)[C@@H](OC)CN(C)C(=O)c2ccc(NC(=O)Nc3c(C)noc3C)cc2OC[C@H]1C | -0.9 | -27.4 | -2.0 | -0.2
C[C@@H]1CCCCO[C@H](CN(C)Cc2ccccc2)[C@@H](C)CN([C@H](C)CO)C(=O)c2cc(NC(=O)C3CCCCC3)ccc2O1 | -1.2 | 71.6 | -50.4 | 7.6
CCC(=O)Nc1ccc2c(c1)OC[C@H](C)N(CCC(F)(F)F)C[C@@H](C)[C@H](OC)CN(C)C2=O | -0.5 | -12.4 | / | 4.6
O=S(=O)(c1ccccc1)N1C[C@H]2[C@@H](c3ccccc31)[C@H](CO)N2Cc1ccc2c(c1)OCO2 | 2.1 | ? | -11.8 | -9.1
Cc1noc(C)c1S(=O)(=O)N(C)C[C@@H]1OCCCC[C@H](C)Oc2ccc(NC(=O)c3ccccc3)cc2C(=O)N([C@H](C)CO)C[C@@H]1C | 0.6 | 40.1 | -49.6 | 6.3
C[C@H](CO)N1C[C@H](C)[C@@H](CN(C)C(=O)c2ccccn2)Oc2ncc(C#Cc3ccccc3)cc2C1=O | 0.6 | 75.5 | -28.6 | -1.7
CC(C)NC(=O)N(C)C[C@@H]1OCCCC[C@H](C)Oc2ccc(NS(=O)(=O)c3ccc(F)cc3)cc2C(=O)N([C@H](C)CO)C[C@@H]1C | 9.4 | 2.5 | / | 4.4
O=C(C[C@@H]1C[C@@H]2c3cc(NC(=O)C4CCC4)ccc3O[C@@H]2[C@@H](CO)O1)NCc1cccc(F)c1 | 0.0 | -28.8 | 3.0 | /
C[C@H]1CN([C@@H](C)CO)C(=O)c2cc(C#CCc3ccccc3)cnc2O[C@H]1CN(C)CC1CC1 | -1.3 | 56.9 | -56.7 | /
C[C@H]1CN([C@@H](C)CO)C(=O)c2cccc(NC(=O)c3ccncc3)c2O[C@H]1CN(C)Cc1ccc2c(c1)OCO2 | 1.0 | 96.6* | -2.5 | -0.7
COC(=O)C[C@@H]1C=C[C@H](NC(=O)c2ccccc2)[C@@H](CO)O1 | 1.0 | -19.5 | 25.0 | /
CCCC(=O)N1CCC2(CC1)CN[C@@H](CO)c1[nH]c3cc(OC)ccc3c12 | -1.1 | / | -78.9 | 2.6
CO[C@H]1CN(C)C(=O)c2cc(NC(=O)NC3CCCCC3)ccc2OC[C@@H](C)N(CCc2ccccc2)C[C@@H]1C | 0.2 | 63.2 | -26.0 | /
C[C@H](CO)N1C[C@H](C)[C@@H](CN(C)C(=O)Cc2ccccc2)OCCCC[C@H](C)Oc2ccc(NC(=O)c3ccncc3)cc2C1=O | -0.5 | -41.5 | 25.9 | 0.6
CC(C)CC#Cc1ccc2c(c1)O[C@@H](CN(C)C(=O)NC(C)C)[C@H](C)CN([C@H](C)CO)S2(=O)=O | -4.0 | 50.5 | -15.3 | /
Cc1ccc(S(=O)(=O)N(C)C[C@@H]2Oc3ccc(NC(=O)Cc4ccccc4)cc3CC(=O)N([C@H](C)CO)C[C@@H]2C)cc1 | -5.4 | 81.7 | -11.3 | -3.4
C[C@H](CO)N1C[C@H](C)[C@@H](CN(C)S(=O)(=O)c2ccc([N+](=O)[O-])cc2)OCc2ccccc2-c2ccccc2C1=O | -2.2 | / | -69.6 | 0.6
COc1ccc(S(=O)(=O)N[C@@H]2C=C[C@@H](CC(=O)N3CCC(Cc4ccccc4)CC3)O[C@H]2CO)cc1 | -0.7 | ? | -37.0 | -6.3
CCCc1cn([C@H]2C[C@@H]3O[C@@H](CO)CC[C@@H]3O[C@@H]2CCc2ccc(-c3cccc(OC)c3)cc2)nn1 | / | / | -69.8 | 14.1
C[C@H](CO)N1C[C@H](C)[C@H](CN(C)S(=O)(=O)c2cccs2)Oc2ncccc2C1=O | -0.1 | 88.2 | 26.3&37.0 | -1.5&-1.0

Arranged by value in KDM4C inh (ascending): some entries from above.
canonical_smiles,KDM4C inh
CC(C)CC#Cc1ccc2c(c1)O[C@@H](CN(C)C(=O)NC(C)C)[C@H](C)CN([C@H](C)CO)S2(=O)=O,-4.0
COc1ccc(S(=O)(=O)N[C@@H]2C=C[C@@H](CC(=O)N3CCC(Cc4ccccc4)CC3)O[C@H]2CO)cc1,-0.7
O=S(=O)(c1ccccc1)N1C[C@H]2[C@@H](c3ccccc31)[C@H](CO)N2Cc1ccc2c(c1)OCO2,2.1

Next section.
SMILES | KDM4C inh | T cruzi growth | Pf Dd2 inh | C diff HTS
C[C@@H]1CCCCO[C@@H](CN(C)C(=O)C2CCCCC2)[C@H](C)CN([C@@H](C)CO)C(=O)c2cc(NS(C)(=O)=O)ccc2O1 | 0.2 | 48.4 | 47.5 | -2.8
C[C@H]1CN([C@@H](C)CO)C(=O)Cc2cc(NS(=O)(=O)c3cn(C)cn3)ccc2O[C@@H]1CN(C)C(=O)Nc1ccccc1 | -1.5 | -12.9 | 21.1 | 2.5
COC(=O)[C@@H]1[C@@H](CO)[C@@H]2Cn3c(ccc(/C=C/c4ccccc4)c3=O)[C@@H]2N1C(=O)C1CCCC1 | -1.1 | -0.4 | / | 1.6
C[C@H]1CN([C@@H](C)CO)C(=O)CCCn2cc(nn2)CO[C@H]1CN(C)C(=O)Nc1cccc2ccccc12 | 1.5 | 12.5 | -32.0 | 1.3
C[C@@H]1CCCCO[C@@H](CN(C)Cc2ccc3c(c2)OCO3)[C@@H](C)CN([C@@H](C)CO)C(=O)c2cc(NC(=O)CCC(F)(F)F)ccc2O1 | -1.5 | -47.9 | -25.8 | 5.1
CCCC(=O)Nc1ccc2c(c1)C(=O)N(C)[C@H]1CC[C@@H](CC(=O)NCCCN(C)C)O[C@@H]1CO2 | 3.1 | -69.3 | 9.1 | 0.6
O=C(C1CCOCC1)N1CC(=O)N2[C@H](CO)[C@H](c3ccc(-c4cccnc4)cc3)[C@H]2C1 | 1.0 | / | 34.7 | -4.1
C[C@H](CO)N1C[C@H](C)[C@@H](CN(C)C)Oc2ncc(-c3ccc(C(=O)N(C)C)cc3)cc2C1=O | 1.1 | 16.3 | 45.6 | -1.8
CCCC(=O)Nc1ccc2c(c1)OC[C@H](C)N(C(=O)c1ccccc1F)C[C@@H](C)[C@@H](OC)CN(C)C2=O | -0.2 | 7.6 | / | /
C[C@H](CO)N1C[C@H](C)[C@@H](CN(C)Cc2ccc(Oc3ccccc3)cc2)Oc2c(NC(=O)Nc3ccc(F)cc3)cccc2C1=O | -2.1 | 125.9* | -18.2 | /
C[C@H](CO)N1C[C@H](C)[C@@H](CN(C)S(C)(=O)=O)Oc2c(NC(=O)Nc3cccc4ccccc34)cccc2C1=O | 1.2 | 32.5 | -12.1 | 4.1
COCC(=O)N1CC(=O)N2[C@@H](CO)[C@H](c3ccc(-c4cccnc4)cc3)[C@@H]2C1 | -0.1 | / | -0.2 | 2.7
CN1c2ccc(-c3ccccc3F)cc2[C@@H]2[C@@H](CCN2S(=O)(=O)c2ccccc2F)[C@H]1CO | -0.4 | 92.1 | 5.6 | 9.1
C[C@H]1CCCCO[C@@H](CN(C)C(=O)c2ccncc2)[C@@H](C)CN([C@@H](C)CO)C(=O)c2cc(NS(=O)(=O)c3ccc(F)cc3)ccc2O1 | 1.5 | -61.9 | -47.8 | /
COc1ccc(S(=O)(=O)N(C)C[C@@H]2OCCCC[C@@H](C)Oc3ccc(NC(=O)Nc4ccccc4)cc3C(=O)N([C@H](C)CO)C[C@H]2C)cc1 | -3.6 | 103.9* | -79.3 | -3.7
C[C@@H]1CN([C@@H](C)CO)C(=O)c2cccc(NC(=O)Nc3ccc(F)cc3)c2O[C@H]1CN(C)Cc1ccncc1 | -0.5 | 65.5 | 11.8 | 3.0
COc1ccc2c3c([nH]c2c1)[C@@H](CO)N(CC1CC1)CC31CN(Cc2cc(F)ccc2F)C1 | / | / | -9.8 | 9.6
O=C(C[C@H]1CC[C@H]2[C@@H](COC[C@@H](O)CN2CCc2ccccc2)O1)NCc1ccc(Oc2ccccc2)cc1 | 0.6 | -6.1 | -9.9 | /
CNC[C@@H]1Oc2ccc(NS(=O)(=O)c3cccs3)cc2CC(=O)N([C@H](C)CO)C[C@H]1C | 0.6 | 16.9 | 16.3 | 1.8
C/C=C/c1ccc([C@H]2[C@@H](CO)N(C(=O)CC)[C@H]2CN(C)Cc2cncnc2)cc1 | -1.7 | / | -14.1 | 11.0
C[C@H](CO)N1C[C@H](C)[C@@H](CN(C)S(=O)(=O)c2ccc(F)cc2)Oc2ccc(NC(=O)CCC(F)(F)F)cc2C1=O | 0.5 | 10.6 | -24.9 | -4.3
Cc1noc(C)c1S(=O)(=O)Nc1ccc2c(c1)C(=O)N([C@@H](C)CO)C[C@@H](C)[C@@H](CN(C)Cc1ccc(-c3ccccc3)cc1)O2 | 0.3 | 55.4 | 7.1 | 5.5
OC[C@@H]1[C@@H](c2ccc(/C=C/c3ccccc3)cc2)[C@H]2CN(Cc3cccnc3)CCCCN12 | -0.6 | 86.5 | -75.8 | 5.1
O=C(C[C@H]1C=C[C@@H](NC(=O)C2CCOCC2)[C@@H](CO)O1)NCc1ccncc1 | -2.9 | 23.0 | 24.8 | /
C[C@@H]1CN([C@H](C)CO)C(=O)c2cc(NC(=O)CCCN(C)C)ccc2O[C@@H](C)CCCCO[C@@H]1CN(C)Cc1ccccc1 | 3.4 | -20.1 | 38.7 | /
Following part
SMILES | KDM4C inh | T cruzi growth | Pf Dd2 inh | C diff HTS
C[C@H](CO)N1C[C@H](C)[C@H](CN(C)CC2CCCCC2)Oc2ccc(NS(=O)(=O)c3cn(C)cn3)cc2CC1=O | 2.5 | -14.2 | 22.2 | -0.8
Cc1ccc(S(=O)(=O)Nc2cccc3c2O[C@@H](CN(C)S(=O)(=O)c2ccc(Cl)cc2)[C@@H](C)CN([C@H](C)CO)C3=O)cc1 | -1.1 | / | -25.2 | -4.6
O=C(Nc1ccc2c(c1)[C@H]1C[C@@H](CC(=O)N3CCOCC3)O[C@H](CO)[C@H]1O2)NC1CCCCC1 | -0.4 | 53.4 | 9.0 | /
COc1ccc(CN2C[C@@H](C)[C@H](OC)CN(C)C(=O)c3cc(NC(=O)c4nc5ccccc5s4)ccc3OC[C@H]2C)cc1 | -0.8 | / | -85.7* | /
CN1c2ccc(-c3ccc(F)cc3)cc2[C@@H]2[C@@H](CCN2C(=O)C2CCOCC2)[C@@H]1CO | 0.3 | 97.8* | 2.1 | 4.8
C[C@H]1CN([C@@H](C)CO)C(=O)c2cc(NC(=O)CCC(F)(F)F)ccc2O[C@@H]1CN(C)Cc1ccncc1 | -0.4 | 2.8 | 4.2 | -1.1
C[C@@H]1CCCCO[C@@H](CN(C)C(=O)C2CCCCC2)[C@H](C)CN([C@@H](C)CO)C(=O)c2cc(N(C)C)ccc2O1 | 8.0 | 50.5 | / | 0.0
O=C(Cc1ccccn1)NCC[C@H]1CC[C@@H](NC(=O)Nc2ccccc2)[C@@H](CO)O1 | 2.4 | 6.8 | 14.9 | -2.6
CN1[C@@H]2Cn3c(ccc(C4=CCCCC4)c3=O)[C@H]1[C@@H](C(=O)NCc1ccc(F)cc1)[C@@H]2CO | 0.8 | 15.5 | 7.0 | 2.3
C[C@@H]1CN([C@@H](C)CO)C(=O)c2ccccc2-c2ccccc2CO[C@@H]1CN(C)C(=O)c1ccccc1 | -2.8 | 15.6 | 23.1 | /
C[C@@H]1CCCCO[C@@H](CN(C)CC2CC2)[C@H](C)CN([C@@H](C)CO)C(=O)c2cc(NS(=O)(=O)c3ccc(F)cc3)ccc2O1 | 0.1 | 80.4 | -61.9 | 2.3
COc1ccc(CN2C[C@H](C)[C@H](OC)CN(C)C(=O)c3cc(NC(C)=O)ccc3OC[C@@H]2C)cc1 | 12.5 | -47.1 | 1.8 | /
